High-throughput results (PubChem BioAssay)
BLM inh: qHTS Assay for Inhibitors of Bloom's syndrome helicase (BLM); RecQ-like DNA helicase BLM (Homo sapiens), P54132; recombinant BLM DNA unwinding, fluorescence dequenching; Potency, µM (doses to about 56.1 µM), for inactives: at the highest dose activity change, negative = inhibition, actives largely listed as inhibitors; 350,000 compounds, 0.2% hits; AID 2528, 2010;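 also: plate controls were vehicle for no effect and no enzyme for full effect; nearly all actives have a fitted effect of over 35% in size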
HP1b binding inh: HTS for Inhibitors of HP1-beta Chromodomain Interactions with Methylated Histone Tails; Chromobox protein homolog 1 (Homo sapiens), P83916; AlphaScreen HP1-beta / biotin-H3K9me3 peptide binding; Potency, µM (top dose mostly 114 µM), for the others: at the highest dose activity change, negative = inhibition, hits mostly inhibitors; 390,000 compounds, 0.56% hits; AID 540317, 2011; also: nearly all actives have a fitted effect of over 70% in size; inactives centre near 23
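Compound inhibition of the preformed complex between 50 nM HP1-beta and 50 nM biotinylated H3K9me3 peptide was read by AlphaScreen. Buffer was PBS pH 7.4 with 0.01% Tween-20. Incubations ran 30 min at room temperature, with 10 ug/mL donor/acceptor beads.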
POLI inh: qHTS for Inhibitors of Polymerase Iota | Pol iota fluorescent replication assay, 10 min | 390,000 compounds, 1% hits | DNA polymerase iota (Homo sapiens), Q9UNA4 | Potency, µM (series often up to 115 µM), without a hit: at the top dose activity, negative = inhibition, usual class: inhibitors
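Fluorescent replication assay read twice, at 0 min and 10 min after adding 50 nM (final) substrate. Enzyme (10 nM) and compounds were first incubated 15 min at room temperature; enzyme-free buffer wells were negative controls.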
G9a block: qHTS Assay for Inhibitors of Histone Lysine Methyltransferase G9a; Histone-lysine N-methyltransferase EHMT2 (Homo sapiens), Q96KQ7; G9a H3K9 monomethylation, AlphaScreen, 2 h; Potency, µM (top dose mostly 102 µM), without a hit: at the top dose activity, negative = inhibition, hits mostly inhibitors; 350,000 compounds, 8.8% hits; AID 504332, 2011; also: % is scaled to controls: 0 for no effect and ±100 for the full control effect; nearly all actives have a fitted effect of over 75% in size
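G9a (20 nM) was preincubated 15 min with compound, then reacted 2 h at room temperature with 500 nM biotin-H3K9 peptide and 20 µM SAM. Monomethyl-H3K9 detected by AlphaScreen using anti-H3K9me1 antibody.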
BAZ2B block: qHTS Assay for Inhibitors of BAZ2B | Bromodomain adjacent to zinc finger domain protein 2B (Homo sapiens), Q9UIF8 | 360,000 compounds, 4.4% hits | Potency, µM (highest dose often 114 µM), for inactives: at the top dose activity change, negative = inhibition, most hits filed as inhibitors | AlphaScreen BAZ2B-H3K14Ac peptide displacement; also: % is scaled to controls: 0 for no effect and ±100 for the full control effect; nearly all actives have a fitted effect of over 60% in size
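AlphaScreen luminescence quantifies BAZ2B engagement of H3K14Ac peptide; the protein and biotinylated peptide are both at 50 nM final, buffer PBS pH 7.4 with 0.01% Tween-20, all steps at room temperature.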
Tb PGK inh: qHTS Assay to Find Inhibitors of Phosphoglycerate Kinase; Phosphoglycerate kinase, glycosomal (Trypanosoma brucei brucei), P07378; 380,000 compounds, 0.043% hits; Potency, µM (titrated, usually from 57.5 µM), for the others: at the top dose activity change, negative = inhibition, most hits filed as inhibitors; PGK/GAPDH coupled, Kinase-Glo luminescence, 60 min; also: % is scaled to controls: 0 for no effect and ±100 for the full control effect; nearly all actives have a fitted effect of over 60% in size
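Recombinant glycosomal PGK reaction used 1,3-bisphosphoglycerate generated in-well by GAPDH (100nM final) in 100mM TEA pH 7.6, 5mM MgCl2, 0.01% Tween-20. After 60 minutes at room temperature, ATP was read by Kinase-Glo Plus luminescence end-point.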
GLS inhibitor: qHTS for Inhibitors of Glutaminase (GLS). Glutaminase kidney isoform, mitochondrial (Homo sapiens), O94925. GLS enzymatic activity, qHTS titration. Potency, µM (highest dose often 45.5 µM), without a hit: at the top dose activity change, negative = inhibition, most hits filed as inhibitors. 410,000 compounds, 0.21% hits; also: % is scaled to controls: 0 for no effect and ±100 for the full control effect
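hKGA in 45 mM KH2PO4 (pH 8.2), 0.02% Tween-20 with compound, then 1mM L-Glutamine (stock as added) plus glutamate oxidase/HRP/Amplex red coupling mix. Fluorescence read initially and after 30 min at RT; signal change reflects glutamate formation.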
JMJD2A Tudor: qHTS Assay for Inhibitors of JMJD2A-Tudor Domain | AlphaScreen JMJD2A-Tudor / H3K4me3 peptide binding | Potency, µM (highest dose often 114 µM), inactives show at the top dose activity change, negative = inhibition, actives largely listed as inhibitors | 390,000 compounds, 4.4% hits | AID 504339, 2011; also: % is scaled to controls: 0 for no effect and ±100 for the full control effect; nearly all actives have a fitted effect of over 50% in size
Target sequence (O75164 whole entry, looked up, the tested form may be a part): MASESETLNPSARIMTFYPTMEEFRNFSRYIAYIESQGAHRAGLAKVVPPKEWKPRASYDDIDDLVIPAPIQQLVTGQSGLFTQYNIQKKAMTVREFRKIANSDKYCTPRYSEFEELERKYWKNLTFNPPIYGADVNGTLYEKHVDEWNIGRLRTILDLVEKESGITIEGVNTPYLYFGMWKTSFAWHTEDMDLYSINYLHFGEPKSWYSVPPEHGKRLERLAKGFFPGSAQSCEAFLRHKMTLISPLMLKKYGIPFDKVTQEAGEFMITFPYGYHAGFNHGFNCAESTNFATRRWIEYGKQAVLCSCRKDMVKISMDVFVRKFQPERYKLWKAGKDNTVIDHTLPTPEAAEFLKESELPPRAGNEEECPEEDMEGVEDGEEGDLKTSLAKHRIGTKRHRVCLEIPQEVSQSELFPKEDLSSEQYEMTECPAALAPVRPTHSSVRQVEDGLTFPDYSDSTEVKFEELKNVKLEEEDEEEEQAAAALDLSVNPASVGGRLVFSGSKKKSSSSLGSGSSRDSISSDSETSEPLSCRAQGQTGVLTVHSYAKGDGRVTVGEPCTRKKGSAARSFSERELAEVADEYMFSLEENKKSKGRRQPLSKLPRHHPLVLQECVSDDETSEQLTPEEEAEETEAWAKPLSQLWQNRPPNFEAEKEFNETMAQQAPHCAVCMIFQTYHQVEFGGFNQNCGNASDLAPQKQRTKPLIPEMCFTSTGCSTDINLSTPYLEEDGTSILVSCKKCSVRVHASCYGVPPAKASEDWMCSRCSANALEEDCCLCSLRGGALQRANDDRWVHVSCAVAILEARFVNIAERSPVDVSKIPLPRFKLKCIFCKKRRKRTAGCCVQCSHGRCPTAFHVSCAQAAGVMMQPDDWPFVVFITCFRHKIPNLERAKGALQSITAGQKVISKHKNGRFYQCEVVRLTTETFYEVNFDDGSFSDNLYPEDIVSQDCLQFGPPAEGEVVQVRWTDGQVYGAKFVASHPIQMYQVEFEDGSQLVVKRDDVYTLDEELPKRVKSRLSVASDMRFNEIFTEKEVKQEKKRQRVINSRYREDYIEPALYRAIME
Pin1 inhibitor: qHTS Assay to Find Inhibitors of Pin1. Pin1 FP peptide displacement, HiFluor488, 10 min. Potency, µM (top dose mostly 115 µM), inactives show top-dose activity, negative = inhibition, actives largely listed as inhibitors. 390,000 compounds, 0.009% hits. AID 504891, 2011; active = well fitted inhibition curve with a large enough effect in the polarisation, with a control signal flat, not every such curve was filed as active; inconclusive = small, poorly fitted or top-dose-only effect, or effect the other way, or a change in a side signal; inactive = no such curve, though single readings can be large or run the other way; the % refers to the polarisation; also: % is scaled to controls: 0 for no effect and ±100 for the full control effect
An asterisk follows results filed as active; i = inactive; ? = inconclusive; . = not tested or not shown; & = joins results of further samples; ! = not active in a repeat; [ ] = dose if it differs, or a comment. Unless noted, calls follow the shape of the dose curve; as a rule, active = well fitted curve in the direction sought with a large enough effect; inconclusive = small, poorly fitted or top-dose-only effect, or another doubt; inactive = no such curve, though single readings can be large; an effect the other way counts as inactive or inconclusive. Potency is read from the fitted curve at half-maximal effect. An excerpt; the hit share may differ from the screen's.

BLM inh	HP1b binding inh	POLI inh	G9a block	BAZ2B block	Tb PGK inh	GLS inhibitor	JMJD2A Tudor	Pin1 inhibitor	mol
-4%	17%	-1%	-3%[59 µM]	8%	-22%	20%	1%	-1%	Fc1cccc(NC(=S)Nc2ccc(Br)cc2)c1
-6%	21%	-8%	0%[59 µM]	2%	.	-9%	-14%	6%	NC(=O)c1ccc(OCC(F)(F)C(F)(F)C(F)(F)C(F)(F)C(F)(F)C(F)F)cc1
0%	30%	-11%	.	-3%	-4%	0%	-9%	4%	CCOc1ccc(C(=O)NCCNC(=O)c2ccc(OCC)cc2)cc1
1%	22%	-9%	6%[59 µM]	5%	2%	13%	-13%	1%	CCOc1ccccc1CNC(=O)c1nn(CC)cc1[N+](=O)[O-]
-2%	16%	?	-8%[59 µM]	-6%	3%	7%	-22%	-13%	O=C(CCC1COc2ccccc2O1)NCc1ccco1 (stereo unspecified)
0%	32%	11%	13%	.	i	8%	-22%	3%	CCn1cc(C(=O)OCC(=O)Nc2cccc(Cl)c2Cl)c(=O)c2ccc(C)nc21
-3%	25%	34%[activator]	.	-2%	-5%	-1%	-17%	5%	CCCn1c(CN2CCN(C(=O)OCC)CC2)nc2c1c(=O)n(C)c(=O)n2C
6%	19%	117%[activator]	18%	7%	-10%	-7%	9%	-3%	CC(=O)Nc1ccc(NC(=O)CC2CCCC2)cc1
1%	18%	6%	?	-3%	i	-1%	-14%	0%	CCCCCCNC(=O)c1cn(CC)c2cc(N3CCN(C)CC3)c(F)cc2c1=O
.	-7%	6%	21%[59 µM]	10%	11%	0%	-14%	2%	Cc1ccc(-c2cc(C(=O)NC3CCN(Cc4ccccc4)CC3)c3ccccc3n2)cc1
-1%	38%	27%	56µM*	8%	-2%	-1%	-15%	5%	CC(=O)NC(=O)COC(=O)c1ccc2ncsc2c1
1%	-7%	5%	-23%[12.7 µM]	56µM*	0%	-7%	-15%[11.4 µM]	-3%	CC(C)(c1ccccc1)c1ccc(OCCCNCCO)cc1
-11%	26%	9%	-37%	-7%	-1%	-10%	-5%	-3%	Cc1ccc(C(=O)C[n+]2ccc3ccccc3c2)cc1
2%	38%	22%	?	-9%	-3%	6%	-8%	0%	O=C(/C=C/Nc1ccccc1C(=O)O)c1cccs1
-6%	?	15%	10µM*	-26%	-1%	4%	-25%	-11%	Fc1cc2[nH]c(=S)[nH]c2c(Br)c1N1CCSCC1
0%	2%	11%	21%	12%	-3%	0%	-26%	-4%	O=C(NCc1ccco1)c1cc(S(=O)(=O)N2CCOCC2)c(Cl)cc1Cl
-17%	-26%	-2%	?	-39%	2%	-3%	?	4%	O=C(Nc1ccc(Cl)cc1)[C@@H]1[C@@H]2C(=O)N(c3ccc(Cl)cc3)C(=O)[C@@H]2[C@H]2C=CC=NN21
-3%	51%[activator]	11%	9%[12.7 µM]	2%[57.1 µM]	-4%	-2%	-4%	-8%	Cc1ccccc1OCC(=O)NNC(=O)Nc1ccc(Cl)cc1
-2%	20%	7%	?	3%	10%	17%	-4%	-1%	COC(=O)CSc1nnc(CNc2ccc(OC)cc2)n1C
1%	5%	-12%	5%[59 µM]	?	5%[11.5 µM]	-2%	-29%	0%	Cc1cc(C)cc(N(C(=O)c2sc(C)nc2C)C(C(=O)NCc2ccco2)c2ccccc2)c1 (stereo unspecified)
-3%	37%	-20%	-2%[59 µM]	2%	-3%	2%	-7%	8%	Cc1nc2ccccc2n1CCc1nc2c3ccccc3nc(SCC(=O)Nc3cccc(C(F)(F)F)c3)n2n1
4%	32%	17%	.	-22%	i	-2%	-24%	4%	COc1ccc(CCNC(=O)c2cc3c(=O)n4ccccc4nc3n(C3CCCCC3)c2=N)cc1
-4%	36%	126%[activator]	3%	3%	3%	-1%	-12%	1%	O=C(Cn1ncc(N2CCCC2)c(Br)c1=O)c1ccc(Cl)cc1
-1%	28%	7%	25µM*	13%	i	4%	-15%	14%	Cc1cc(C)c(C)c(C(=O)CSc2nnc(-c3ccc4[nH]c(C)c(C)c4c3)o2)c1C
-3%	48%[activator]	99%[activator]	39%	-18%	i	-6%	3%	3%	Nc1nc(SCC(=O)Nc2ccc(S(N)(=O)=O)cc2)n[nH]1
-5%	15%	25%	27%	5%	-8%	0%	-18%	-10%	CC1=C(C#N)C(NC(=O)c2ccc(C)cc2)(C(F)(F)F)C(=O)N1 (stereo unspecified)
-5%	38%[activator]	9%	-9%	0%[57.1 µM]	i	-12%	-8%	-2%	CC(C)C(=O)Nc1ccc(-c2csc(-c3ccccc3)n2)cc1
-5%	35%	32%[activator]	1%	-8%	-1%	2%	-10%	4%	CC(C(=O)NCc1cccnc1)c1ccc([N+](=O)[O-])cc1 (stereo unspecified)
-9%	151%	-17%	54%[activator][59 µM]	66%[activator]	0%	3%	58%[activator]	8%	Fc1ccccc1CSc1nnnn1-c1ccc2c(c1)OCO2
1%	18%	146%[activator]	125%[activator][59 µM]	13%	3%	-3%	-21%	2%	O=C1c2ccccc2C(=O)N1/N=C/c1ccc(Oc2ccc([N+](=O)[O-])cn2)cc1
-9%	9%	1%	-6%[59 µM]	4%	-5%	-7%	-11%	4%	Cc1ccccc1-n1c(SCC(N)=O)nc2sc(-c3ccccc3)cc2c1=O
-5%	24%	4%	.	10%	-5%	7%	-8%	2%	CCNC(=O)NC(=O)C(C)Sc1nc2ccccc2n1CC(C)C (stereo unspecified)
-4%	9%	39%[activator]	-15%	7%	-1%	.	-1%	-1%	Cc1ccc(CNc2nc(N)c([N+](=O)[O-])c(Nc3cccc(F)c3)n2)cc1
-6%&-6%	54%&32%[activator]	-1%&15%	1%	-13%&4%	-6%&0%	-2%&0%	-20%&-21%	12%&-5%	CCC1CN(S(=O)(=O)c2ccc3c(c2)NC(=O)CC(=O)N3)c2cc(Cl)ccc2O1 (stereo unspecified)
1%	25%	10%	8%[59 µM]	-15%	-6%	-3%	-20%	-11%	OCCNCc1ccc(OC2CCCC2)cc1
1%	23%	-13%	62%[activator]	-22%	-6%	-1%	-7%	3%	CC(C)(C)NC(=O)CSc1ncnc2c1cnn2-c1ccccc1
4%	55%[activator]	-2%	17%[12.7 µM]	-4%	0%	-2%	-18%	3%	CC1NC(C)(C)Cc2c1ccc1ccccc21 (stereo unspecified)
-5%	68%[activator]	25%	3%	5%	-8%	4%	15%	2%	O=C1CSc2ccccc2N1Cc1ccccc1F
-3%	3%	9%	35µM*	?	-3%	-5%	-31%	-7%	Cc1[nH]c2ccc(Br)cc2c(=S)c1C/C=C/Cl
1%	17%	3%	-6%[12.7 µM]	-19%	-15%	1%	-16%	0%	Cc1ccc(-c2nc(C3CCN(S(=O)(=O)c4ccc(C(F)(F)F)cc4)CC3)no2)cc1
-2%	45%	-1%	.	1%	-4%	5%	4%	-10%	Cc1ccc(C(=O)NCC(=O)NCC(=O)OCC(=O)c2ccc([N+](=O)[O-])cc2)cc1
-5%	35%	11%	-23%[59 µM]	-20%	-3%	7%	-2%	-4%	C/C(=N\NC(=O)COc1ccccc1)c1cccs1
2%	24%	70%[activator]	2%	3%	-13%	2%	-4%	4%	CCOc1ncccc1C(=O)Nc1cccc(Cl)c1Cl
-4%	16%[57 µM]	12%	20%[59 µM]	8%	-4%	-7%	-10%	3%	Cc1cc(C)cc(-n2c(SCC(=O)Nc3nnc(C)s3)nc3c([nH]c4ccccc43)c2=O)c1
5%	4%	14%	19%	-3%	i	5%	-14%	0%	COCCCNC(=O)CNC(=S)N(Cc1cc(OC)c(OC)c(OC)c1)C1CCCC1
-10%	34%	102%[activator]	-1%	-23%	-2%	-9%	0%	-6%	O=C1NC(c2cccc(Cl)c2)Nc2ccccc21 (stereo unspecified)
0%	-17%	14%	?	?	-11%	2%	-25%	-1%	COc1ccc(N=CC2=C(O)c3ccccc3C2=O)c(OC)c1
0%&0%	47%[activator]	12%	40µM*!	-39%	i	-4%	?	2%	CCN1C(=NCc2ccco2)N[C@@H](c2cccc(F)c2)C(C(=O)OC)=C1C
1%	12%	-14%	?	-2%	i	-3%	3%	6%	O=C(Cc1ccccc1F)Nc1ccc(Cl)nc1
-4%	6%	6%	0%	-4%	-5%	0%	-9%	-8%	O=C(COC(=O)c1cncc(Br)c1)NC1CC1
2%	14%	37%[activator]	7%[59 µM]	9%	-8%	8%	-19%	-8%	CCOC(=O)Cc1csc(NC(=O)CSc2nc3sc(C(=O)O)c(C)c3c(=O)[nH]2)n1
0%	27%	1%	35%	10%	-3%	12%	-3%	-3%	COC(=O)c1ccccc1NC(=S)N1CCOCC1
-1%	28%	-7%	9%[12.7 µM]	-2%	i	0%	-12%	-7%	Cn1c(=O)c(=O)n(C)c2cc(S(=O)(=O)N3CCN(c4cccc(C(F)(F)F)c4)CC3)ccc21

Compound profiles, as listed above. Order of values: BLM inh	HP1b binding inh	POLI inh	G9a block	BAZ2B block	Tb PGK inh	GLS inhibitor	JMJD2A Tudor	Pin1 inhibitor
Cn1c(=O)c(=O)n(C)c2cc(S(=O)(=O)N3CCN(c4cccc(C(F)(F)F)c4)CC3)ccc21 in the list: -1%	28%	-7%	9%[12.7 µM]	-2%	i	0%	-12%	-7%
O=C(COC(=O)c1cncc(Br)c1)NC1CC1 in the list: -4%	6%	6%	0%	-4%	-5%	0%	-9%	-8%
COC(=O)c1ccccc1NC(=S)N1CCOCC1 in the list: 0%	27%	1%	35%	10%	-3%	12%	-3%	-3%
